Source: PubChem
b-catenin transl: beta-catenin nuclear translocation modulation; HeLa beta-catenin nuclear translocation, immunofluorescence imaging; nuclear translocation activity, % at 5 µM; actives 0.3% (n = 190,000); AID 1665;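 active = nuclear translocation activity above 50% at 5 µM, with a well cell count of 50 or more; inconclusive = wells under 50 cells across six images, flagged as toxic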;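 also: per-cell ratio of nuclear to cytoplasmic median beta-catenin stain intensity; plate controls were DMSO negative control for no effect and GSK-3 inhibitor IX positive control for full effect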
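Signal – beta-catenin immunofluorescence imaging with DAPI · Test system – human HeLa cell line · Dosing – 5 µM primary single dose, 0.1% DMSO, 0.02–20 µM confirmation series · Measure – % activation, nuclear-to-cytoplasmic median beta-catenin signal ratio per cell · Incubation – 24 h compound exposure at 37°C, 5% CO2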
Insulin prom up: MIN6 insulin promoter up-regulation | z-score at 5 µM | AID 1625 | MIN6 insulin promoter-GFP reporter, high-content imaging; stronger effect = higher value | actives 0.3% (n = 190,000);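 active = z-score above 3 at 5 µM with at least 500 cells counted in the well; inconclusive = wells under 500 cells, flagged as cytotoxic or low count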
NOD1 NF-kB reporter: inhibition of NOD1-driven NF-kB reporter – cell-based, luminescence, uHTS, primary screen (AID 1578); NOD1-driven NF-kB luciferase reporter cells, luminescence; higher % means a stronger effect; inhibition, % at 4 µM, or EC50 in µM where a hit was titrated; actives 1% (n = 290,000); in the data active = inhibition mostly above about 36%, no sharp cut-off; inactive = mostly below about 34%;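 also: HEK-293T reporter cells stimulated with the NOD1 agonist gamma-tri-DAP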
NOD2 inhibition: NOD2 signaling inhibitors, cell-based, luminescence, uHTS, HEK293 (AID 1566) | actives 0.63% (n = 290,000) | HEK293 NOD2/NF-kB luciferase reporter, luminescence; higher % means a stronger effect | inhibition, % at 4 µM, or EC50 in µM where a hit was titrated; in the data active = inhibition above about 50%; also: many of its hits are not listed in these tables
Dynein cargo inh: dynein cargo transport inhibition; z-score, hits read low; AID 1381; actives 0.47% (n = 220,000); 3617.4 mouse cells, GR-EGFP nuclear translocation imaging; test concentration mostly 20 µM; stimulated with dexamethasone, 1 µM; stronger effect = lower value;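 active = plate z-score of nuclear minus cytoplasmic receptor signal below a set negative limit, without overly bright fluorescence or cell loss, cut at about -3.5 in these data, passing the limit was not always enough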;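 also: z-score of nuclear minus cytoplasmic ring GR-EGFP intensity difference per well; some compounds called inactive have numbers as strong as hits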
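Buffer or medium: tet-free, stripped-serum medium; reagent: dexamethasone at 1.0 µM final, 30 min; incubation: 48 h induction, 1 h compound, 30 min dex at 37 °C; measured by: formaldehyde fixation, Hoechst nuclear stain, 10x automated fluorescence imaging; read-out: nuclear-to-cytoplasmic GR-EGFP distribution per well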
Yfh1-off respiration: enhancers of respiration in Yfh1-depleted yeast, dose response, Friedreich's ataxia, plus single-dose screen (AID 1465). one-dose fold induction at 50 µM; EC50 in µM for titrated hits. S. cerevisiae Yfh1-off respiration, WST-1 reduction, 72 h; higher fold induction means a stronger effect. actives 0.074% (n = 220,000);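 active = fold induction of absorbance versus untreated yeast above a set limit, then at least 30% activation at any dose in follow-up; inconclusive = repeats straddling the limit, or above it without dose testing; inactive = fold induction below the set limit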;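 also: activators that raise dye reduction in frataxin-depleted yeast; strong numbers were not always called active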
Autophagy HCS: modulators of autophagy | actives 0.98% (n = 190,000) | calls only at 10 µM (by protocol) | MEF GFP-LC3 puncta imaging; test concentration mostly 10 µM | AID 463193;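 active = percentage of spot-positive cells more than 3 SD above its plate mean, without a fluorescence outlier flag or 80% toxicity; inconclusive = no clear call, values can overlap the other calls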;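 also: spot-positive cell cutoff set from DMSO-treated cells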
M17LAP inhibition: P. falciparum M17LAP inhibitors, primary screen, biochemical, fluorogenic H-Leu-NHMec substrate, 1536-well (AID 1619). recombinant M17LAP, H-Leu-NHMec fluorogenic kinetic assay; higher % means a stronger effect. one-dose inhibition, % at 30 µM; IC50 in µM for titrated hits. actives 0.38% (n = 220,000);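 active = compound inhibiting the enzyme by more than half at any dose during confirmatory dose-response retesting; inconclusive = strong single-dose inhibitors picked by rank but not retested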;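 also: plate controls were full reaction with DMSO carrier for no effect and no enzyme background for full effect; strong numbers were not always called active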
MT stabilizer: microtubule stabilizers in HeLa cells. HeLa tubulin immunostaining HCS, 24 h; share of cells brighter than vehicle mean+2SD. % tubulin-high responders, % at 10 µM. actives 0.83% (n = 200,000). AID 2205;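 active = plate Z-score above 3 for both tubulin-high and condensed-nucleus cell shares, with cell loss under 80%, at 10 µM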;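 also: anti alpha tubulin signal scored within the nucleus-defined area of each cell; some results filed as inactive read as strong as hits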
Dynein cargo inh cytoplasmic EGFP: also measured in Dynein cargo inh; calls as there; z-score; measured here: cytoplasmic GR-EGFP intensity; stronger effect = higher value
Dynein cargo inh nuclear GR-EGFP: recorded beside Dynein cargo inh, whose call it bears; z-score; measured here: nuclear GR-EGFP intensity;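 lower value marks the stronger effect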
Dynein cargo inh cell count: second read-out of Dynein cargo inh, no call of its own (marks repeat the call); z-score; measured here: cell count per field
Insulin prom up cell count: also measured in Insulin prom up; calls as there; cell count; measured here: cytotoxicity, nuclei count;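 total cells summed across four imaged fields per well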
b-catenin transl cell count 5 µM: second read-out of b-catenin transl, no call of its own (marks repeat the call); cell count; measured here: cell count, cytotoxicity flag
MT stabilizer Hoechst-high %: further read-out of MT stabilizer, marked with its call; % Hoechst-high responders; measured here: nuclear condensation Hoechst responders;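 share of cells brighter than vehicle mean plus two SD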
MT stabilizer cytotoxicity %: recorded beside MT stabilizer, whose call it bears; toxicity, %; measured here: cytotoxicity by cell density;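 0% = mean cell density of plate MIN control wells and 100% = no cells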
Autophagy HCS cell loss 18 h: second read-out of Autophagy HCS, no call of its own (marks repeat the call); toxicity, %; measured here: cell loss, nuclei count;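 cell loss after 18 h compound exposure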
An asterisk follows results filed as active; i = inactive; u = inconclusive; x = no result given.

No. | SMILES | b-catenin transl | b-catenin transl cell count 5 µM | Insulin prom up | Insulin prom up cell count | NOD1 NF-kB reporter | NOD2 inhibition | Dynein cargo inh | Dynein cargo inh cytoplasmic EGFP | Dynein cargo inh nuclear GR-EGFP | Dynein cargo inh cell count | Yfh1-off respiration | Autophagy HCS | Autophagy HCS cell loss 18 h | M17LAP inhibition | MT stabilizer | MT stabilizer Hoechst-high % | MT stabilizer cytotoxicity %
1 | Cc1c(C(=O)O)oc2c1C(O)CCC2 (stereo not given) | -3.1 | 936 | -0.14 | 1553 | 2% | 5% | -0.64 | -0.23 | -0.16 | 0.94 | i | i | 1 | 0% | 2.1 | 1.6 | 7.1
2 | O=C(COc1ccc(F)cc1)NN1C(=O)CSC1=S | 0.2 | 1085 | -0.24 | 1339 | -29% | 14% | -0.29 | -0.24 | -0.22 | 0.71 | i | i | 20 | 10% | 1.6 | 2.0 | 6.3
3 | Cc1ccc2c(c1)NC(=O)C(CC(=O)NCCCN1CCc3ccccc3C1)O2 (stereo not given) | x | x | -0.48 | 863 | -5% | 18% | 0.33 | -0.14 | 0.43 | -0.34 | i | i | 11 | 3% | 3.6 | 2.3 | 1.0
4 | COc1ccc(CCn2c(-c3ccncc3)n[nH]c2=S)cc1OC | -1.5 | 1003 | 0.24 | 1659 | -28% | 1% | -0.057 | -0.27 | -0.035 | 0.23 | i | i | -2 | 1% | 2.8 | 1.6 | 5.1
5 | O=C(Cc1cccs1)NCCCc1ccccc1 | -0.5 | 1623 | 0.3 | 1616 | -28% | -6% | -0.66 | -0.095 | -0.19 | 0.95 | i | i | 16 | 4% | 2.7 | 1.7 | 7.4
6 | O=C(Nc1cccc(O)c1)c1cc(-c2ccco2)on1 | 2.3 | 1086 | 0.43 | 1821 | -33% | -172% | 0.28 | -0.098 | 0.73 | 0.29 | i | i | 1 | 6% | 3.2 | 1.3 | 7.9
7 | Cc1cc(C)n(C(=O)c2cc3c(s2)CCCC3)n1 | -1.4 | 1407 | 0.48 | 1528 | -9% | -3% | -0.36 | -0.24 | -1 | -0.08 | i | i | 7 | -1% | 3.6 | 1.4 | 1.3
8 | N#Cc1c(-c2ccco2)cc(-c2ccccn2)nc1N | -0.4 | 1134 | -0.85 | 1146 | 11% | 7% | 0.32 | -0.19 | 0.43 | -0.58 | i | i | 3 | -151% | 4.2 | 2.3 | 9.3
9 | O=C(OCC#CCSc1nnc(-c2ccncc2)o1)c1sc2ccccc2c1Cl | -2.2 | 1143 | -0.62 | 925 | 5% | -3% | 0.19 | 0.0016 | 0.43 | -0.91 | x | i | -6 | 2% | 2.2 | 0.7 | 0.6
10 | CCc1cc(/C(Cc2csc(C)n2)=N/O)c(O)cc1O | -2.7 | 1172 | -0.31 | 800 | 41% | 31% | -0.5 | 0.3 | -0.057 | 0.38 | i | i | -7 | 4% | 2.1 | 1.8 | 6.6
11 | COc1cc2cc(Oc3ccc4ccc(=O)oc4c3)c(=O)oc2cc1O | x | x | 0.17 | 1230 | -20% | 14% | 0.14 | -0.26 | 0.4 | 0.72 | i | i | 4 | 5% | 4.0 | 1.7 | 4.3
12 | Cc1cccnc1NC(=O)C1CCN(S(=O)(=O)c2cccs2)CC1 | x | x | 0.29 | 926 | 0% | 9% | 4.2 | 0.18 | 2.4 | -1.3 | i | i | 8 | 1% | 1.0 | 1.0 | 8.0
13 | COc1ccc(CNC(=O)C2CC(c3cccc(OC)c3)=NO2)cc1 (stereo not given) | 3.6 | 1341 | 1.1 | 1430 | 9% | -19% | 1.8 | -0.32 | 0.56 | -0.72 | i | i | 7 | -3% | 5.8 | 4.1 | 9.7
14 | O=C(Nc1cccc(C(=O)O)c1)/C(=C/c1ccc2c(c1)OCO2)NC(=O)c1cccc(Br)c1 | -1.3 | 1064 | x | x | -16% | 12% | -0.6 | -0.3 | -0.36 | 0.7 | i | i | 2 | 52% | 1.2 | 1.3 | 6.3
15 | O=C(O)c1ccc(-n2c(=O)c3ccccc3c3ccccc3c2=O)cc1 | -1.6 | 960 | 0.22 | 1539 | -6% | 12% | -1.7 | 0.33 | -0.67 | -0.93 | i | i | 0 | -7% | 2.5 | 1.3 | 3.7
16 | CCCCCn1c(-c2ccco2)nc2nc3ccccc3nc21 | 1.0 | 1061 | -0.27 | 1926 | -12% | 12% | -0.37 | 0.6 | -0.027 | -0.17 | x | i | -2 | -53% | 1.9 | 1.5 | 11
17 | OC(CNCc1ccc2c(c1)OCO2)COc1ccc(F)cc1 (stereo not given) | 0.5 | 1279 | x | x | -5% | -9% | -0.73 | -0.26 | 0.0069 | 0.44 | i | x | x | 7% | x | x | x
18 | O=C(Nc1ccccc1O)c1ccccc1O | -5.2 | 976 | -0.4 | 1266 | 0% | -26% | -0.95 | -0.17 | -0.26 | 0.16 | i | i | -3 | 18% | 3.8 | 2.5 | 5.5
19 | Cc1[nH]c2ccccc2c1/C=C/C(=O)c1ccccc1 | 0.4 | 394 | 0.88 | 1084 | -28% | -11% | 1.3 | 3.2 | 1.8 | -1.5 | i | i | 11 | 1% | 3.0 | 4.0 | 8.9
20 | Cc1cc(C)c2nc(SCC(=O)NNC(=O)c3ccco3)c(C)cc2c1 | 0.1 | 1414 | -0.42 | 1414 | -25% | 2% | 1.6 | -0.13 | 0.21 | -0.45 | i | i | 2 | -6% | 3.9 | 2.2 | 12
21 | CC1CC(NC(=O)/C=C/C(=O)O)CC(C)(C)C1 (stereo not given) | -0.7 | 1325 | 0.21 | 1130 | -5% | -5% | -0.32 | -0.27 | -0.075 | 0.24 | i | x | x | 0% | x | x | x
22 | CN(C)CCCNC(=S)N(Cc1cccs1)Cc1cc2cc3c(cc2[nH]c1=O)OCCO3 | 0.0 | 1044 | 0.26 | 1499 | -13% | 9% | -0.39 | -0.36 | -0.29 | 1.5 | i | i | 2 | -51% | 1.0 | 1.4 | 1.7
23 | CCN(CC)S(=O)(=O)c1ccc(Cl)c(NC(=O)COC(=O)c2cccn2C)c1 | -1.0 | 1012 | -0.18 | 1364 | 0% | 35% | 1.7 | -0.35 | 1.1 | -0.049 | i | i | -1 | -2% | 18* | 20* | 40*
24 | O=C(c1ccco1)N1CCN(C(=O)c2nn3cccnc3c2Cl)CC1 | x | x | x | x | 1% | 10% | -0.083 | -0.21 | -0.82 | -0.5 | i | i | 7 | 2% | 3.7 | 2.7 | 2.6
25 | Cc1ccccc1-c1noc(C23CC4CC(CC(C4)C2)C3)n1 | x | x | -0.5 | 806 | 1% | -5% | 2.1 | 0.11 | 1.2 | -0.81 | i | i | -2 | -4% | 3.4 | 1.2 | 1.5
26 | Cc1cc(=O)[nH]c(SCC(=O)/C=C2\N(C)c3ccccc3C2(C)C)n1 | 0.0 | 1022 | u | x | -2% | 17% | -0.42 | -0.0091 | -0.56 | 0.78 | i | i | 10 | 40% | 3.6 | 2.9 | 5.7
27 | COc1ccc(NS(=O)(=O)c2cccc3nsnc23)cc1OC | x | x | -1.2 | 911 | 11% | 23% | 0.36 | 0.2 | 0.3 | -0.71 | i | i | 0 | 3% | 2.8 | 2.3 | 5.4
28 | Cc1cc(-c2cc(-c3ccccc3)on2)nc(NCC2CC2)n1 | -2.2 | 1152 | -0.32 | 957 | -7% | 15% | 0.044 | -0.82 | 0.12 | 0.042 | i | x | x | 7% | x | x | x
29 | CC(C)CCNC(=O)C1CCCCN1S(=O)(=O)c1ccc(F)cc1 (stereo not given) | -2.7 | 1206 | 0.36 | 904 | -26% | 5% | 0.029 | -0.087 | 0.51 | -1.2 | i | i | 38 | 12% | 1.4 | 1.2 | 3.2
30 | CC(C)(C)c1ccc(OCCNC(=S)Nc2ccccc2)cc1 | 0.0 | 1508 | x | x | 9% | -24% | -0.19 | -0.26 | 0.37 | 0.4 | i | i | -4 | 7% | 2.7 | 2.2 | 8.0
31 | O=C(Nc1nccs1)c1cc(N2CCOCC2)nc2ccccc12 | -0.7 | 871 | 0.4 | 1244 | -29% | 14% | 0.22 | -0.18 | 0.26 | -0.47 | i | i | -1 | -5% | 1.3 | 2.1 | 11
32 | CCC(C(=O)OCC(=O)Nc1ccc(Cl)c(S(=O)(=O)N(C)C)c1)c1ccccc1 (stereo not given) | -1.4 | 971 | 0.22 | 1365 | -11% | 7% | -0.085 | -0.16 | 0.39 | -0.71 | i | i | 15 | -5% | 1.2 | 2.0 | 12
33 | CC1CC(C)CN(C(=O)c2cc(-c3ccccn3)nc3ccccc23)C1 (stereo not given) | x | x | -0.54 | 839 | -4% | 15% | -0.5 | -0.087 | -0.025 | 0.4 | i | i | -9 | -8% | 1.8 | 1.1 | 2.4
34 | CN(C)C(=O)CSc1nc2ccccc2c(=O)[nH]1 | x | x | 1.4 | 1231 | 11% | -15% | -1.5 | -0.17 | -0.61 | -0.033 | i | i | 3 | 18% | 2.8 | 1.7 | 8.3

An excerpt (hit frequency here may not be typical).
